# Screens deposited in PubChem BioAssay by National Center for Advancing Translational Sciences (NCATS).
# TGFb inhibitor = qHTS for Inhibitors of TGF-b. HepG2 CAGA-GFP TGF-b/SMAD3 reporter, GFP fluorescence, 18 h; TGF-beta stimulated, 500 pg/mL final. Potency, µM (titrated, usually from 46.1 µM), inactives show at the top dose activity, negative = inhibition, usual class: inhibitors. actives 1.2% (n = 410,000). AID 588855, 2011; also: potency is read from the fitted curve at half-maximal effect; % is scaled to controls: 0 for no effect and ±100 for the full control effect; nearly all actives have a fitted effect of over 65% in size
#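 Inhibition was scored as loss of TGF-beta-induced (500 pg/mL final, 18 hours, 37 degrees C) GFP in HEPG2 cells carrying a CAGA-GFP reporter, in DMEM with 1% FBS. Well GFP was summed per cell; Activity was normalised to unstimulated and stimulated DMSO wells, then concentration-response fitting.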
# A549 viability = Nrf2 qHTS screen for inhibitors: counterscreen for cytotoxicity; actives 0.16% (n = 390,000); Potency, µM (titrated, usually from 46 µM), without a hit: at the top dose activity change, negative = cytotoxicity, most hits filed as inhibitors; A549 ARE-Fluc cells, CellTiter-Fluor viability, 18-24 h; also: potency is read from the fitted curve at half-maximal effect; % is scaled to controls: 0 for no effect and ±100 for the full control effect
#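 Cytotoxicity counterscreen: CellTiter-Fluor fluorescence was measured in A549 ARE_Fluc cells after 18-24 h of compound exposure in a concentration series. The subsequent BugLite luminescent read reports ARE-luciferase activity.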
# HepG2 tox = qHTS for Inhibitors of TGF-b: Cytotox Counterscreen; actives 0.76% (n = 410,000); Potency, µM (series often up to 46.1 µM), for inactives: at the top dose activity change, negative = cytotoxicity, hits mostly cytotoxic; HepG2 CAGA-GFP viability, ATP luminescence, 18 h; AID 588856, 2011; also: potency is read from the fitted curve at half-maximal effect; some results filed as inactive show a strong effect at the top dose
#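 CellTiter-Glo luminescence gave cytotoxicity after 18 hours at 37 degrees C. The cells were HepG2 CAGA-GFP in 1% FBS DMEM, stimulated with 500 pg/mL TGF-beta after compound addition. %Activity was normalised to no-cell wells (complete cell-killing) and DMSO (no toxicity), and curves were fitted and classified.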
# IL1B secr inh = qHTS for Inhibitors of Inflammasome Signaling: IL-1-beta AlphaLISA Primary Screen. actives 4.7% (n = 360,000). THP-1 LPS/ATP IL-1B secretion, AlphaLISA, 16 h; stronger effect = lower value. activity change, % at 57.5 µM; in the data active = activity change below about -50%; inconclusive = mostly about -30% to -49%; also: % is scaled to controls: 0 for no effect and ±100 for the full control effect
#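 Secreted IL-1B measured by AlphaLISA bead assay after 16 h compound exposure of THP-1 cells; compounds (final up to 57.5 uM) added 1 h before LPS (250 ng/mL) and ATP (1.25 mM) stimulation; lower signal means less secretion.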
# Nrf2 ARE act = qHTS of Nrf2 Activators; AREc32 ARE-luciferase reporter (MCF7-derived line), luminescence, 24 h; Potency, µM (highest dose often 46.1 µM), without a hit: top-dose activation, hits mostly activators; actives 0.31% (n = 410,000); AID 624171, 2012; also: potency is read from the fitted curve at half-maximal effect; % of control where 0% means no effect; nearly all actives have a fitted effect of over 65% in size
#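 Luciferase luminescence (Steady-Glo, 30 min at room temperature) served as the read-out of ARE activation in AREc32 cells treated with compounds for 24 hr at 37 deg C.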
# Nrf2 inh = Nrf2 qHTS screen for inhibitors | A549 ARE-Fluc reporter, luciferase luminescence, 18-24 h | Potency, µM (series often up to 46 µM), for the others: at the highest dose activity change, negative = inhibition, most hits filed as inhibitors | actives 2.1% (n = 360,000) | AID 504444, 2011; also: potency is read from the fitted curve at half-maximal effect; % is scaled to controls: 0 for no effect and ±100 for the full control effect; nearly all actives have a fitted effect of over 60% in size
#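 Nrf2 function is reported as luminescence of an ARE-controlled luciferase in A549 cells. Compounds were tested at several concentrations, and a CellTiter-Fluor read on the same wells flagged cytotoxicity.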
# MCF10A rerep = A quantitative high throughput screen for small molecules that induce DNA re-replication in MCF 10a normal breast cells; Potency, µM (doses to about 46.1 µM), inactives show top-dose activity, positive = re-replication, actives largely listed as activators; actives 2.9% (n = 350,000); MCF 10A DNA re-replication, Hoechst nuclear intensity, 48 h; also: potency is read from the fitted curve at half-maximal effect; % of control where 0% means no effect; nearly all actives have a fitted effect of over 50% in size
# ATXN2 expr inh = Primary qHTS for Inhibitors of ATXN expression; HEK-293 ATXN2-luciferase reporter, luminescence, 24 h; Potency, µM (series often up to 57 µM), without a hit: at the top dose activity change, negative = inhibition, most hits filed as inhibitors; actives 0.72% (n = 360,000); also: potency is read from the fitted curve at half-maximal effect; % is scaled to controls: 0 for no effect and ±100 for the full control effect; nearly all actives have a fitted effect of over 55% in size
#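 ATXN2-luciferase reporter cells (luciferase flanked by upstream and downstream ATXN2 gene portions) were treated 24 h at 37 °C with compounds at up to 57 uM. SteadyGlo luminescence gave expression; GF-AFC fluorescence gave viability.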
# ATXN viability = Viability Counterscreen for Primary qHTS for Inhibitors of ATXN expression; S2 cells (HEK-293 line with an ATXN2-luciferase reporter) viability, CellTiter-Fluor protease fluorescence, 24 h; Potency, µM (top dose mostly 56.7 µM), usual class: cytotoxic; actives 0.49% (n = 400,000); AID 651635, 2014; also: potency is read from the fitted curve at half-maximal effect; nearly all actives have a fitted effect of over 40% in size
# Numbers without * were called inactive; i = inactive; ? = inconclusive; / = no result given; & = joins results of further samples; [ ] = remark or other dose. Unless noted, calls follow the shape of the dose curve; as a rule, active = well fitted curve in the direction sought with a large enough effect; inconclusive = small, poorly fitted or top-dose-only effect, or another doubt; inactive = no such curve, though single readings can be large; an effect the other way counts as inactive or inconclusive. This is a random part of the collection. About 8.8% of those tested had a hit in this group.
SMILES,TGFb inhibitor,A549 viability,HepG2 tox,IL1B secr inh,Nrf2 ARE act,Nrf2 inh,MCF10A rerep,ATXN2 expr inh,ATXN viability
O=C(CSc1ncc(C(F)(F)F)cc1Cl)N1CCN(S(=O)(=O)c2ccc3ccccc3c2)CC1,?,5%,6%,-18,-0.6%,/,18%,0%,i
COc1ccc(C(=O)Nc2ccnn2C2CCN(Cc3ccc4nonc4c3)CC2)cc1,?,-14%,-4%,?,2.8%,-13%,?,-1%,?
Cc1nc(-c2ccc(NC(=O)/C=C\C(=O)O)cc2)cs1,4%,-1%,-4%,-13,2.4%,-22%,-4%,11%,i
COc1cc(/C=N/n2c(-c3ccc4c(c3)NC(=O)CO4)csc2=Nc2cccc(C)c2)ccc1O,?,?,-9%,?,0.4%,?,23µM*,?,?
O=C(CN1C(=O)NC2(CCCCC2)C1=O)NCCc1ccc(Cl)cc1Cl,-8%,-2%,-11%,-11,0.1%,3%,13%,-10%,i
COc1ccc(OCc2cc(C(=O)N3CCCCCCC3)no2)c(Cl)c1,0%,1%,-27%,-3,5.3%,?,?,48%[activator],i
O=C(Nc1ccccc1C(=O)N1CCCCCC1)c1cccc([N+](=O)[O-])c1,-2%,?,41%,i,2.3%,6%,6%,-8%,i
COc1ccc(-c2nc(SCC(=O)N(CC(C)C)c3c(N)n(Cc4ccccc4)c(=O)[nH]c3=O)n[nH]2)cc1,1%,-3%,-12%,-11,-0.2%,-12%,-5%,0%,i
Cc1ccc(CCNC(=O)C2CCC(CNc3c(N4CCC(C)CC4)c(=O)c3=O)CC2)cc1 (stereo unspecified),-15%,0%,-4%,-3,5.6%,-11%,3%,-16%,i
CCOC(=O)c1ccccc1NC(=S)N1CCC(C(N)=O)CC1,-15%,-1%,3%,-8,-0.5%,3%,0%,/,i
O=C(NNC(=O)c1ccccc1Cl)c1cccs1,-5%,3%,1%,-8,-0.3%,?,-3%,33%,i
Cc1nc2cc(-c3ccccc3)nn2c(C)c1CCC(=O)NCc1cccc(Cl)c1,?,-12%,-26%,/,-2.4%,?,/,-4%,i
NC(=O)COc1ccc2cc(-c3ccc(F)cc3)c(=O)oc2c1,4%,-1%,-5%,3,-0.5%,?,14%,30%,i
COc1ccc(S(=O)(=O)N2CCC(C(=O)Nc3ccc(F)cc3)CC2)c2cccnc12,10%,-1%,3%,?,3.4%,?,-8%,-22%[11.3 µM],i
COc1ccc(Cc2c(O)nc(SCC(=O)N3CCOCC3)[nH]c2=O)cc1,18%,-7%,6%,-6,0.2%,4%,?,14%,i
Cc1cc(C)c(S(=O)(=O)N2CCCCC2CCNC(=O)C(=O)NCc2ccccn2)c(C)c1 (stereo unspecified),-2%,-5%,1%,-4,-0.6%,-1%,5%,-5%,i
C/C(CC(=O)Nc1cccc2c1CCCC2)=N\NC(=O)Cc1ccccc1,2%,3%,-9%,-12,-0.2%,4%,9%,9%,i
CC(=O)Nc1ccc(NC(=O)COC(=O)[C@@H](NC(=O)c2ccc(F)cc2)C(C)C)cc1,1%,2%,14%,40,-0.4%,6%,-3%,3%,i
O=C(CC1SC(=Nc2ccccc2F)N(CCN2CCOCC2)C1=O)Nc1ccc(F)cc1F (stereo unspecified),-15%,-2%,-22%,?,4.8%,?,-2%,/,i
Cn1ccc2cc(S(=O)(=O)N3CCN(C(=O)Nc4ccc(F)cc4F)CC3)ccc21,1%,4%,2%,/,0.3%,/,/,1%,i
COC(c1ccccc1)c1nnc(CCC(=O)NCc2ccc3ncccc3c2)o1 (stereo unspecified),-3%,0%,2%,0,2.8%,-2%,2%,/,i
O=C(COC(=O)c1cccc([N+](=O)[O-])c1)Nc1ccc(Cl)cn1,5%,0%,7%,14,-0.6%,?,?,26%,i
CN(C(=O)CSc1ncnc2ccccc12)C1CCS(=O)(=O)C1 (stereo unspecified),-1%,0%,-4%,-26,12%,-16%,21%,16%,i
CC(=O)N1CCN(C(=O)c2cccc(S(=O)(=O)N3CCN(c4ccc(F)cc4)CC3)c2)CC1,8%,-9%,14%,8,-0.1%,-16%,5%,2%,i
COC(=O)C1CCC(=S)N1C(=O)c1ccccc1 (stereo unspecified),-7%,-1%,-8%,1,0.3%,-3%,23%,/,i
COc1ccc(CCNC(=O)CS(=O)Cc2nc(-c3ccc(C)cc3)oc2C)cc1OC (stereo unspecified),?,1%&-10%,-7%&-21%,-11,-0.3%&4.1%,-1%&-30%,1%,-8%,i
Cc1ccc(CNC(=O)C2CCN(c3nc(C)cc(C)n3)CC2)cc1,-7%,1%,-11%,0,0.0%,9%,-6%,-17%,i
C1CC1Cc1noc(CN2CCN(CC3CC3)CC2)n1,0%,-16%,37%,-4,0.0%,-2%,0%,-3%,i
COc1ccnc(Oc2ccccc2)n1,2%,3%,-1%,18,-1.4%,-4%,-7%,2%,i
COc1ccc(Cl)cc1-c1nc(SCC(=O)NC2CCCC2)n[nH]1,?,1%,-27%,?,8.3%,-13%,-1%,5%,i
CCOC(=O)c1c(-c2ccccc2)csc1NC(=O)/C(C#N)=C\c1ccc(O)c(OC)c1,?,-3%,3%,-8,2.6%,14%,2.3µM*,-16%,i
OC(COc1cccc(OCC(O)CN2CCOCC2)c1)CN1CCOCC1 (stereo unspecified),-1%&14%,2%&-3%,-4%&-4%,-17&0,2.5%&0.1%,10%&-6%,3%&0%,4%&-3%,i
COc1cc(CN2CCC(CO)(CCOc3ccccc3)CC2)cc(OC)c1OC,6%,-3%,1%,8,-0.6%,?,1%,/,?
CC1CCCC(C)N1C(=O)COC(=O)C1CCN(S(=O)(=O)c2ccc3c(c2)OCCO3)CC1 (stereo unspecified),-13%,2%,4%,26,-0.2%,6%,0%,11%,i
Cn1c(N)c(C(=O)CSc2nnc(Cc3cccs3)n2C2CC2)c(=O)n(C)c1=O,1%,1%,10%,1,2.2%,7%,-1%,14%,i
CCOCCn1c(CN(C)Cc2ccccc2)nc2c1c(=O)n(C)c(=O)n2C,11%,1%,-17%,43,-0.4%,?,9%,-8%,i
O=C(NCC1CC1)c1csc([C@@H]2O[C@H](CO)[C@H](O)[C@H](O)[C@H]2O)n1,-2%,/,12%,36,-1.0%,/,/,15%,i
O=C(Nc1ccc(S(=O)(=O)Nc2ncccn2)cc1)c1ccc(F)c(S(=O)(=O)N2CCOCC2)c1,-3%,2%,1%,-2,0.1%,10%,1%,1%,i
Cc1cc(NC(=O)CSc2ccc3ccccc3c2)no1,15%,-5%,12%,30,-0.6%,/,13%,3%,i
O=C(C1CC(=O)N(c2ccc3c(c2)OCCO3)C1)N1CCN(S(=O)(=O)c2cccc(F)c2)CC1 (stereo unspecified),?,0%,4%,8,-0.1%,2%,-1%,-9%,?
COc1cc(C(=S)N2CCOCC2)cc(OC)c1OC(=O)c1ccc([N+](=O)[O-])cc1[N+](=O)[O-],?,-16%,9%,-15,?,-12%,1%,-36%,i
CC(=O)NS(=O)(=O)c1ccc(NC(=O)c2cccc(OCc3c(C)noc3C)c2)cc1,23%,0%,1%,21,1.8%,2%,-4%,/,i
COc1ccc(S(=O)(=O)N(C)CC(=O)NC2CCCC2)cc1Cl,-12%,-1%,3%,-4,-0.4%,/,2%,9%,i
C#CC(C)(C)NC(=O)c1ccccc1OC,7%,-15%,-7%,-2,-0.1%,-2%,9%,1%,i
COc1ccc(CCNC(=S)N2CCN(S(=O)(=O)c3ccc(Cl)cc3)CC2)cc1,-7%,-4%,16%,0,-1.0%,-5%,1%,2%,?
Cc1ccc(NC(=S)N(CCN(C)C)Cc2cccs2)cc1,7%,-6%,-8%,-4,0.8%,-10%,22%,1%[11.3 µM],i
CCN(c1ccc(NC(=O)c2cccc(S(=O)(=O)N3CCN(C)CC3)c2)cc1)C(C)C,-3%,10%,3%,26,2.6%,0%,?,3%,i
O=C(COC(=O)c1ccc(Br)c(S(=O)(=O)N2CCOCC2)c1)NCCc1ccccc1,-8%,10%,-3%,16,-0.1%,1%,1%,2%,i
CC(NC(=O)NC1CCCCC1)C(c1cccs1)N1CCN(Cc2ccccc2)CC1 (stereo unspecified),-4%,-1%,-8%,-9,-0.1%,-8%,2%,1%,i
Cc1ccc(OCC(=O)Nc2cc(-c3nn4c(C)nnc4s3)ccc2C)cc1,-26%,-22%,-29%,131,-0.7%,-1%,-4%,2%,i
O=C(Cc1cccc2ccccc12)N/N=C/c1ccncc1,0%,1%,-19%,-8,0.0%,?,0%,-10%,i
COc1ccccc1C1OC(c2cccc([N+](=O)[O-])c2)=NN1C(C)=O (stereo unspecified),?,0%,1%,0,-0.4%,0%,-1%,-16%,i
CN1CCCc2cc3c(C(F)(F)F)cc(=O)oc3nc21,0%,?,-2%,-2,-0.2%,20%,?,-4%,i
CN(C)c1ccc(N=C/C=C2/N(C)c3ccccc3C2(C)C)cc1,?,-30%,-50%,-64*,0.1%,?,5%,/,?

# Part of the list above with just IL1B secr inh:
mol,IL1B secr inh
CN(C)c1ccc(N=C/C=C2/N(C)c3ccccc3C2(C)C)cc1,-64*
COc1ccc(C(=O)Nc2ccnn2C2CCN(Cc3ccc4nonc4c3)CC2)cc1,?
COC(=O)C1CCC(=S)N1C(=O)c1ccccc1 (stereo unspecified),1
